Screening data: PubChem, Broad Institute
ERp5 inh – blocks human ERp5 reductase activity on insulin; Q15084; ERp5 insulin aggregation, absorbance 650 nm, 90 min; inhibition, % at 9.99 µM; 350,000 compounds, 0.05% hits; AID 651711;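 active = mean replicate inhibition above about 25%, with every replicate also reaching it, limit read from the data, passing the limit was not always enough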
Target sequence (Q15084 whole entry, looked up): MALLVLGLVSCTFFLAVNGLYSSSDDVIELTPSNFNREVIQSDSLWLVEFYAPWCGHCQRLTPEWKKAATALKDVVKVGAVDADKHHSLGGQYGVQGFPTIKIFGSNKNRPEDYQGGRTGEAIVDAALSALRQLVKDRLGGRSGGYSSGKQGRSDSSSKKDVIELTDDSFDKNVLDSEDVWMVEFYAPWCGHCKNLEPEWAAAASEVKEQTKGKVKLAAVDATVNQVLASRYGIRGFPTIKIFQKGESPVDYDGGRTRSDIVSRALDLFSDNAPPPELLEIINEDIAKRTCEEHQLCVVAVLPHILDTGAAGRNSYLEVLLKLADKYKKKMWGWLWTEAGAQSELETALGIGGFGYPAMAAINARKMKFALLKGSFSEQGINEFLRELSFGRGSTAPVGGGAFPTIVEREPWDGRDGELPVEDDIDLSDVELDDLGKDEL
XiGFP reactiv – reactivates the inactive X chromosome in mouse fibroblasts. 360,000 compounds, 0.055% hits. XiGFP mouse fibroblasts, % GFP-positive cells imaging, 3 d; cells co-treated with 5-aza-dC sensitizer; scaled so ellipticine positive control = 100%. activation, % at 7.58 µM. AID 743238;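 active = mean normalized replicate activation at least 10% and every replicate at or above 10%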;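 also: 0% = median of on-plate neutral control wells and 100% = ellipticine 6 µM median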
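System: SV40-immortalized XiGFP fibroblast cells, line 68-5-11 / Incubation: 3-day compound exposure, then 15 min fixation at room temperature / Compound: single concentration per compound, delivered by pin transfer / Buffer or medium: DMEM plus 5-aza-dC sensitizer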
PAX8 reporter – PAX8 transcriptional activity inhibition. 360,000 compounds, 1.2% hits. RMG-I TPO-luciferase reporter, SteadyGlo, 24 h. inhibition, % at 12.6 µM;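 active = mean replicate inhibition at least 60% with every replicate also reaching 60%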;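 also: luciferase light reporting Pax8 driven TPO promoter activity; plate controls were median of neutral control wells for no effect and mitoxantrone controls for full effect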
EWS-Fli inh – inhibitors of EWS/Fli oncoprotein transcriptional activity; A673 NR0B1-luciferase reporter, viability-normalised; inhibition, % at 12.6 µM; 350,000 compounds, 0.67% hits;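 active = mean inhibition of at least 50% after viability correction, with every replicate also passing that limit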;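 also: firefly luciferase signal divided by Alamar Blue viability fluorescence both relative to DMSO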
CFTR F508del cor – correctors of CFTR F508del function in bronchial epithelial cells. 350,000 compounds, 0.36% hits. AID 720511. CFBE cells, YFP halide quenching; stimulated with forskolin plus potentiator P3; % fluorescence drop versus neutral controls. activity (quench increase), % at 7.58 µM;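 active = mean added fluorescence quench of at least 8% versus neutral control, with both replicates also reaching 8%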;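 also: cells transiently co-express mutant CFTR-F508del with the halide-sensitive YFP; corrector assay measuring rescue of mutant channel to the surface after 24 h compound exposure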
DENV2 CPE – DENV2-induced cell death inhibition | DENV2-infected cells, cytopathic effect rescue, plate reader | CPE inhibition, % at 9.99 µM | 350,000 compounds, 1.7% hits; in the data active = CPE inhibition above about 20%, passing the limit was not always enough; tested in BHK-21 cells;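 also: 0% = median of neutral control wells and 100% = median of positive control wells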
INS-1E GSIS act – primary screen for activators of insulin secretion dependent on glucose, INS-1E cells, GLuc reporter luminescence | INS-1E GLuc reporter insulin secretion, 2-3 h | activation, % at 16.6 µM | 370,000 compounds, 0.61% hits;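 active = lowest replicate activation of at least 40%, so every replicate reaches that level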;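 also: 0% = median of neutral control wells and 100% = median of IBMX positive control wells; some compounds called inactive have numbers as strong as hits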
ARNT TACC3 PPI – ARNT/TACC3 interaction disruption; 390,000 compounds, 0.66% hits; Q9Y6A5; AlphaScreen His-ARNT PAS-B/GST-TACC3 binding, luminescence; TACC3 fragment carries E629A point mutation; inhibition, % at 9.99 µM;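 active = mean inhibition of replicates at least 50% and at least half of replicates each reaching 50%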;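 also: 0% = complete ARNT plus TACC3 wells and 100% = ARNT alone without TACC3; many hits fall short of the cut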
Starred values were filed as active, the others as inactive.

How did COc1ccc(NC(=O)N(C)C[C@H]2Oc3ncc(C#CCN(C)C)cc3C(=O)N([C@@H](C)CO)C[C@H]2C)cc1 do in these assays?
ERp5 inh: -3; XiGFP reactiv: -0.8; PAX8 reporter: -4; EWS-Fli inh: -6; CFTR F508del cor: -1.0; INS-1E GSIS act: 7; ARNT TACC3 PPI: 10

Results for COc1cc(/C=N/NC(=O)C2CCN(CC(O)COCc3ccccc3)CC2)cc(OC)c1OC (stereo not drawn) ?
ERp5 inh: 1; XiGFP reactiv: 0.0; PAX8 reporter: 6; EWS-Fli inh: 14; CFTR F508del cor: 1.4; DENV2 CPE: -5; INS-1E GSIS act: -4; ARNT TACC3 PPI: 11

What do the screens show for `COCCn1c(SCc2ccc(F)cc2)nc2ccccc2c1=O`?
ERp5 inh: -3; XiGFP reactiv: 0.1; PAX8 reporter: 7; EWS-Fli inh: 11; CFTR F508del cor: -3.0; DENV2 CPE: -4; INS-1E GSIS act: 4; ARNT TACC3 PPI: -5

How did Cc1cccc(-c2ncc(CN3CCN(CC(C)C)C(CCO)C3)cn2)c1 (stereo not drawn) do in these assays?
ERp5 inh: 1; XiGFP reactiv: 0.0; PAX8 reporter: 0; EWS-Fli inh: -9; CFTR F508del cor: 0.3; DENV2 CPE: 5; ARNT TACC3 PPI: -1

Results for COCCCN1C(=O)C(CC(=O)NC2CCCCC2)CC(C(=O)N2CCCCCC2)=C1C (stereo not drawn) ?
ERp5 inh: 3; XiGFP reactiv: 0.0; PAX8 reporter: 0; EWS-Fli inh: -11; CFTR F508del cor: 0.8; DENV2 CPE: -9; INS-1E GSIS act: -2

What do the screens show for `Cc1nc(Nc2ccccc2)sc1C(=O)c1ccccc1`?
ERp5 inh: -3; XiGFP reactiv: 0.0; PAX8 reporter: -104; EWS-Fli inh: -72; CFTR F508del cor: 0.8; DENV2 CPE: -7; INS-1E GSIS act: 15; ARNT TACC3 PPI: 3

What do the screens show for `O=C(Nc1cccnc1)c1ccc(COc2ccccc2Br)cc1`?
ERp5 inh: 3; XiGFP reactiv: 0.2; PAX8 reporter: -32; EWS-Fli inh: -53; CFTR F508del cor: -0.4; DENV2 CPE: 2; INS-1E GSIS act: -30; ARNT TACC3 PPI: -15

Results for CCN(Cc1ccccc1OC)CC1CCCN(CCc2cccc(OC)c2)C1 (stereo not drawn) ?
ERp5 inh: 7; XiGFP reactiv: 0.0; PAX8 reporter: 21; EWS-Fli inh: 19; CFTR F508del cor: -0.9; DENV2 CPE: 1; INS-1E GSIS act: -30; ARNT TACC3 PPI: 11

How did Cc1cccc(N2CCN(C(=O)c3cccc(N4C(=O)C5C6C=CC(C6)C5C4=O)c3)CC2C)c1 (stereo not drawn) do in these assays?
ERp5 inh: 4; XiGFP reactiv: 0.2; PAX8 reporter: 9; EWS-Fli inh: 4; CFTR F508del cor: -1.8; DENV2 CPE: -3; INS-1E GSIS act: -26; ARNT TACC3 PPI: 8

How did O=C(Cc1cccnc1)N1CC(=O)N2[C@H](CO)[C@H](c3ccc(/C=C/c4ccccc4)cc3)[C@@H]2C1 do in these assays?
ERp5 inh: 2; XiGFP reactiv: 0.0; PAX8 reporter: -1; EWS-Fli inh: -3; CFTR F508del cor: -2.6; DENV2 CPE: -8; INS-1E GSIS act: -15

Fetched by compound from the list above:
What do the screens show for `O=C(Nc1cccnc1)c1ccc(COc2ccccc2Br)cc1`?
ERp5 inh: 3; XiGFP reactiv: 0.2; PAX8 reporter: -32; EWS-Fli inh: -53; CFTR F508del cor: -0.4; DENV2 CPE: 2; INS-1E GSIS act: -30; ARNT TACC3 PPI: -15

How did Cc1cccc(-c2ncc(CN3CCN(CC(C)C)C(CCO)C3)cn2)c1 (stereo not drawn) do in these assays?
ERp5 inh: 1; XiGFP reactiv: 0.0; PAX8 reporter: 0; EWS-Fli inh: -9; CFTR F508del cor: 0.3; DENV2 CPE: 5; ARNT TACC3 PPI: -1

More results follow:
How did CN(C)C(=O)c1cccc(-c2ccccc2[C@H]2[C@@H](CO)N(C(=O)C3CC3)[C@H]2C#N)c1 do in these assays?
ERp5 inh: 8; XiGFP reactiv: 0.3; PAX8 reporter: 7; EWS-Fli inh: 1; CFTR F508del cor: 1.3; DENV2 CPE: 1; INS-1E GSIS act: 2

How did O=C(C1CCCCC1)N1[C@@H](CO)[C@@H](c2ccccc2)C12CN(Cc1cccc(Cl)c1)C2 do in these assays?
ERp5 inh: -3; XiGFP reactiv: 0.3; EWS-Fli inh: 1; CFTR F508del cor: 1.5; DENV2 CPE: -6; INS-1E GSIS act: 6

How did CCCNC(=O)N1C[C@@H](C)[C@H](OC)CN(C)C(=O)c2cc(NS(=O)(=O)CC)ccc2OC[C@@H]1C do in these assays?
ERp5 inh: -1; XiGFP reactiv: 0.1; PAX8 reporter: 3; EWS-Fli inh: 4; DENV2 CPE: -13; INS-1E GSIS act: -2; ARNT TACC3 PPI: -3

What do the screens show for `CCCNC(=O)[C@H]1[C@H](CO)[C@H]2Cn3c(ccc(/C=C/c4ccccc4)c3=O)[C@@H]1N2C(=O)c1cccnc1`?
ERp5 inh: 1; XiGFP reactiv: 0.0; PAX8 reporter: 8; EWS-Fli inh: -7; CFTR F508del cor: 2.8; DENV2 CPE: 6; INS-1E GSIS act: -9; ARNT TACC3 PPI: -7

What do the screens show for `CCN(Cc1ccncc1)Cc1c(O)ccc2ccccc12`?
ERp5 inh: -2; XiGFP reactiv: 0.0; PAX8 reporter: 27; EWS-Fli inh: 2; CFTR F508del cor: -0.4; DENV2 CPE: 0; INS-1E GSIS act: -8; ARNT TACC3 PPI: -4

Results for COC(=O)c1c(-c2ccccc2)csc1NC(=O)c1c(-c2ccccc2)noc1C ?
ERp5 inh: -12; XiGFP reactiv: -0.1; PAX8 reporter: 18; EWS-Fli inh: -38; CFTR F508del cor: -0.4; DENV2 CPE: -7; INS-1E GSIS act: 7

What do the screens show for `O=C(NCc1n[nH]c(=S)n1-c1ccc(Cl)c(Cl)c1)c1ccco1`?
ERp5 inh: -10; XiGFP reactiv: 0.0; PAX8 reporter: -20; EWS-Fli inh: 5; CFTR F508del cor: 7.6; DENV2 CPE: 5; INS-1E GSIS act: -5; ARNT TACC3 PPI: -6

How did CC(C)c1nc2c([nH]1)c(=O)n(C)c(=O)n2C do in these assays?
ERp5 inh: 3; XiGFP reactiv: 0.0; PAX8 reporter: -21; EWS-Fli inh: 4; CFTR F508del cor: -0.7; DENV2 CPE: 10; INS-1E GSIS act: -9; ARNT TACC3 PPI: -10

How did CC(=O)Nc1c(Nc2ccccc2)c2ccccc2oc1=O do in these assays?
ERp5 inh: 3; XiGFP reactiv: 0.0; PAX8 reporter: -5; EWS-Fli inh: -7; DENV2 CPE: 5; INS-1E GSIS act: 4

What do the screens show for `O=C(NNC(=S)Nc1ccccc1)c1cc(Br)ccc1Cl`?
ERp5 inh: 4; XiGFP reactiv: 0.1; PAX8 reporter: 2; CFTR F508del cor: -2.9; DENV2 CPE: 18; INS-1E GSIS act: -48; ARNT TACC3 PPI: 11

How did Cc1ccc(-n2c(C)cc(C(=O)CN3C(=O)C(=O)N(C4CCCC4)C3=O)c2C)cc1 do in these assays?
ERp5 inh: 2; XiGFP reactiv: 0.2; PAX8 reporter: 38; EWS-Fli inh: -4; CFTR F508del cor: -0.9; DENV2 CPE: -4; INS-1E GSIS act: -4; ARNT TACC3 PPI: 3

Results for COc1ccc(-c2nc3nc(N)nn3cc2C)cc1F ?
ERp5 inh: -13; XiGFP reactiv: 0.0; PAX8 reporter: 0; EWS-Fli inh: 6; CFTR F508del cor: 2.5; INS-1E GSIS act: 20; ARNT TACC3 PPI: 30

What do the screens show for `O=C(CCC(=O)OCCCC(F)(F)C(F)(F)F)NC1CCCCC1`?
ERp5 inh: 5; EWS-Fli inh: 1; CFTR F508del cor: -1.2; DENV2 CPE: 11; INS-1E GSIS act: -10; ARNT TACC3 PPI: -4

How did CCN1C(=O)N[C@H]2C[C@H](C(=O)N3CCCC3)[C@H](C)[C@H](c3ccccc3)C[C@H]21 do in these assays?
ERp5 inh: -6; XiGFP reactiv: 0.0; PAX8 reporter: -6; EWS-Fli inh: 1; CFTR F508del cor: 0.6; DENV2 CPE: -4; INS-1E GSIS act: 10

Results for CCCC(=O)Nc1nnc(S(=O)(=O)N(CC)c2ccccc2)s1 ?
ERp5 inh: 2; XiGFP reactiv: 0.0; PAX8 reporter: -8; EWS-Fli inh: -1; CFTR F508del cor: 0.1; DENV2 CPE: 3; INS-1E GSIS act: 26; ARNT TACC3 PPI: -11

What do the screens show for `C[C@@H]1CCCCO[C@H](CN(C)S(=O)(=O)c2ccc(Cl)cc2)[C@@H](C)CN([C@H](C)CO)C(=O)c2cc(NC(=O)Nc3ccccc3)ccc2O1`?
ERp5 inh: 3; XiGFP reactiv: -0.4; PAX8 reporter: 11; EWS-Fli inh: 1; CFTR F508del cor: -2.8; DENV2 CPE: -1; INS-1E GSIS act: -7; ARNT TACC3 PPI: -1

What do the screens show for `C[C@@]12C(=O)N(Cc3ccc(-c4ccccc4)cc3)CC(=O)N1[C@H](/C=C/c1ccccc1)[C@@H]1C(=O)N(c3ccccc3)C(=O)[C@@H]12`?
ERp5 inh: -23; XiGFP reactiv: 0.0; PAX8 reporter: 5; EWS-Fli inh: -8; CFTR F508del cor: 1.5; DENV2 CPE: 7; ARNT TACC3 PPI: -18

Results for O=S(=O)(CCN1CCOCC1)c1ccc(Oc2ccc(S(=O)(=O)CCN3CCOCC3)cc2)cc1 ?
ERp5 inh: 3; XiGFP reactiv: 0.0; PAX8 reporter: 2; EWS-Fli inh: 26; CFTR F508del cor: -3.3; DENV2 CPE: 0; INS-1E GSIS act: -10; ARNT TACC3 PPI: -14

What do the screens show for `CCOC(=O)c1cc(CC)sc1NC(=O)C1CC(=O)NN1Cc1ccccc1` (stereo not drawn)?
ERp5 inh: -4; XiGFP reactiv: 0.0; PAX8 reporter: 32; EWS-Fli inh: 9; CFTR F508del cor: 1.3; DENV2 CPE: 6; INS-1E GSIS act: -23; ARNT TACC3 PPI: 1

How did COc1ccc2c3c(n(C)c2c1)[C@H](CO)N(Cc1nccs1)CC31CN(C)C1 do in these assays?
XiGFP reactiv: 0.2; EWS-Fli inh: -2; CFTR F508del cor: 1.2; DENV2 CPE: -1; INS-1E GSIS act: 19

Results for C[C@@H]1CN([C@H](C)CO)C(=O)c2ccccc2-c2ccccc2CO[C@H]1CN(C)S(=O)(=O)c1ccc(Cl)cc1 ?
ERp5 inh: -11; XiGFP reactiv: -0.9; PAX8 reporter: -15; EWS-Fli inh: 1; CFTR F508del cor: 4.7; DENV2 CPE: -1; INS-1E GSIS act: -6; ARNT TACC3 PPI: 7

How did CNC(=O)C[C@H]1CC[C@H]2[C@@H](COc3ccc(NC(=O)Nc4cccc(F)c4)cc3C(=O)N2C)O1 do in these assays?
XiGFP reactiv: 0.4; PAX8 reporter: 7; EWS-Fli inh: 2; CFTR F508del cor: -1.3; DENV2 CPE: 3; INS-1E GSIS act: 0; ARNT TACC3 PPI: 4

How did Cc1cccc(C(=O)N[C@H](C(=O)Nc2nc3ccccc3[nH]2)C(C)C)c1 do in these assays?
ERp5 inh: -2; XiGFP reactiv: 0.0; PAX8 reporter: 59; EWS-Fli inh: 56*; CFTR F508del cor: 2.8; DENV2 CPE: -5; INS-1E GSIS act: 5

Results for Cc1nc(COc2ccc(C(=O)NCc3ccccc3CN3CCCCC3)cc2)cs1 ?
ERp5 inh: -4; XiGFP reactiv: 0.5; PAX8 reporter: 14; EWS-Fli inh: 2; CFTR F508del cor: 1.1; DENV2 CPE: -2; INS-1E GSIS act: -7; ARNT TACC3 PPI: 3
